POLH inh = DNA polymerase eta (human) inhibition; 390,000 tested, 1.2% active; Potency, µM (highest dose often 114 µM), inactives show at the top dose activity change, negative = inhibition, actives largely listed as inhibitors; recombinant Pol eta, fluorescent DNA replication assay; further: on the % scale 0 is the no-effect control and ±100 the full control effect
Target sequence (Q9Y253 whole entry, looked up): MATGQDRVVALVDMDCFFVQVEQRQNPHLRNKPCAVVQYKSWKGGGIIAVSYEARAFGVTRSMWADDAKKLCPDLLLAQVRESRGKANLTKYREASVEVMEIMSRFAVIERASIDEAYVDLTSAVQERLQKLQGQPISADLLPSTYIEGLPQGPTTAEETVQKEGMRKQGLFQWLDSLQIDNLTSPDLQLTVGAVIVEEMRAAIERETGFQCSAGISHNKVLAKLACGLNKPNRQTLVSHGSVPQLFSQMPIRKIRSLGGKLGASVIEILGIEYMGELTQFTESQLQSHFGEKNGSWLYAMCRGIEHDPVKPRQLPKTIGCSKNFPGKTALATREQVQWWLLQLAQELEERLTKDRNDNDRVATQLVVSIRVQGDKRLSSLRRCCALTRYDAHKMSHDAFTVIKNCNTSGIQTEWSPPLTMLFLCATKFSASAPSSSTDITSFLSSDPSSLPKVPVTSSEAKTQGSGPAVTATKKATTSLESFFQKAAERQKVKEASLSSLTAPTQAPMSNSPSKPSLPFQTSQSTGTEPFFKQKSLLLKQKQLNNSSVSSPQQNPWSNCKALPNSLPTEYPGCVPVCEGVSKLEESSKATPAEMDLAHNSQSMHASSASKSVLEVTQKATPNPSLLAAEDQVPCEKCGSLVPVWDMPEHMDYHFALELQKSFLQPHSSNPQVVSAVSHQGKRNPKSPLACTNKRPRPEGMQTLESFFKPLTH
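Pol eta at 10 nM preincubated with compounds 15 min at room temperature; reaction started with fluorescent substrate (50 nM final) and read kinetically at 0 and 10 min.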
BAZ2B inh = blocks human BAZ2B; Potency, µM (doses to about 114 µM), inactives show top-dose activity change, negative = inhibition, hits mostly inhibitors; 360,000 tested, 4.4% active; AlphaScreen BAZ2B-H3K14Ac peptide displacement; AID 504333; Q9UIF8; further: on the % scale 0 is the no-effect control and ±100 the full control effect; nearly all actives have a fitted effect of over 60% in size
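Protein-peptide AlphaScreen: BAZ2B 50 nM, b-H3K14Ac 50 nM, 1x PBS pH 7.4 + 0.01% Tween-20. Preincubation 30 min RT; cpd 30 min RT (top 110 uM); beads 20 min RT, light-protected.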
Pol iota inh = DNA polymerase iota (human) inhibition; Q9UNA4; Pol iota fluorescent replication assay, 10 min; Potency, µM (doses to about 115 µM), for inactives: top-dose activity, negative = inhibition, hits mostly inhibitors; 390,000 tested, 1% active
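Pol iota at 10 nM preincubated 15 min with compounds at room temperature; reaction started with fluorescent substrate, 50 nM final. Fluorescence read kinetically at 0 and 10 min; buffer-only wells as negative control.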
POLK inh = blocks human DNA polymerase kappa activity; Q9UBT6; 400,000 tested, 0.53% active; Potency, µM (series often up to 107 µM), without a hit: at the top dose activity, negative = inhibition, usual class: inhibitors; purified Pol kappa, fluorescent DNA synthesis assay, 10 min; further: on the % scale 0 is the no-effect control and ±100 the full control effect
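Kinetic fluorescence readout at 0 and 10 min followed reaction start with substrate at 50 nM final. Beforehand, enzyme (10 nM Pol kappa) stood 15 min with compound at room temperature; buffer-only wells were negative controls.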
APEX1 inh = APE1 (human) endonuclease inhibition; Potency, µM (highest dose often 65.8 µM), without a hit: at the top dose activity change, negative = inhibition, most hits filed as inhibitors; 350,000 tested, 0.35% active; P27695; AID 2517; recombinant APE1, TAMRA/BHQ-2 abasic DNA cleavage fluorescence;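 further: plate controls were vehicle for no effect and reference inhibitor for full effect; nearly all actives have a fitted effect of over 55% in size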
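Compound pre-exposure to 0.75 nM APE1, 15 min at ambient temperature. Reaction initiated with 50 nM TAMRA/BHQ-2 THF substrate, read immediately in kinetic mode, 525 nm excitation, 598 nm emission.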
G9a inh = blocks human histone lysine methyltransferase G9a; G9a H3K9 monomethylation, AlphaScreen, 2 h; Potency, µM (titrated, usually from 102 µM), without a hit: at the top dose activity, negative = inhibition, usual class: inhibitors; 350,000 tested, 8.8% active; AID 504332; further: on the % scale 0 is the no-effect control and ±100 the full control effect; nearly all actives have a fitted effect of over 75% in size
Target sequence (Q96KQ7 913-1193 limits assumed): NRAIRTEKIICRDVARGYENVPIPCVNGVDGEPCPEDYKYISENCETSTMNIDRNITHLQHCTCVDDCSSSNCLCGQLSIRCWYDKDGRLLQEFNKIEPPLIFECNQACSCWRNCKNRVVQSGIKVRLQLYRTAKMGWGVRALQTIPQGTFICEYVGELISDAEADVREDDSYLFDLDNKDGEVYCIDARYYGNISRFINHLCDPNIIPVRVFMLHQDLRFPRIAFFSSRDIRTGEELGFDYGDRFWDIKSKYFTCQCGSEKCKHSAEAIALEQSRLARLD
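Using a bead-based AlphaScreen, monomethylated H3K9 product from 2 h room-temperature reactions (G9a 20 nM, peptide 500 nM, SAM 20 uM) was detected with 0.5 ug/mL rabbit anti-H3K9me1 antibody.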
BLM inh = blocks DNA unwinding by human BLM helicase | P54132 | AID 2528 | recombinant BLM DNA unwinding, fluorescence dequenching | 350,000 tested, 0.2% active | Potency, µM (titrated, usually from 56.1 µM), without a hit: at the highest dose activity change, negative = inhibition, usual class: inhibitors;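 further: plate controls were vehicle for no effect and no enzyme for full effect; nearly all actives have a fitted effect of over 35% in size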
JMJD2A Tudor inh = blocks the human JMJD2A Tudor domain; O75164; Potency, µM (series often up to 114 µM), inactives show top-dose activity change, negative = inhibition, usual class: inhibitors; AlphaScreen JMJD2A-Tudor / H3K4me3 peptide binding; 390,000 tested, 4.4% active; further: on the % scale 0 is the no-effect control and ±100 the full control effect; nearly all actives have a fitted effect of over 50% in size
Pol beta inh = blocks human DNA polymerase beta activity | Pol beta primer extension/strand displacement, fluorescence kinetic | Potency, µM (top dose mostly 114 µM), inactives show at the highest dose activity change, negative = inhibition, actives largely listed as inhibitors | 340,000 tested, 1.3% active | AID 485314; further: on the % scale 0 is the no-effect control and ±100 the full control effect
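Curves were derived by four-parameter Hill fits of normalized qHTS data. The kinetic fluorescent primer-extension read was taken at 0 and 10 min after 50 nM substrate, following a 15 min room-temperature preincubation of 10 nM enzyme with compounds.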
Active calls of the source: *; u = inconclusive; x = no result given; [ ] = remark or other dose. The call rests on the fitted dose curve; in most records, active means well fitted curve in the direction sought with a large enough effect; inconclusive means small, poorly fitted or top-dose-only effect, or another doubt; inactive means no such curve, though single readings can be large; an effect the other way counts as inactive or inconclusive. Potency means the concentration at half of the fitted maximal effect.

nr | Compound | POLH inh | BAZ2B inh | Pol iota inh | POLK inh | APEX1 inh
1 | Cc1ccc(C)c(NS(=O)(=O)c2cc(C(=O)Nc3cccc(N(C)S(C)(=O)=O)c3)ccc2C)c1 | -4% | 4% | -2% | -12% | -1%
2 | CCOC(=O)c1c(NC(=O)COC(=O)CCCOc2ccc(OC)cc2)sc(C(=O)N(C)C)c1C | u | x | 20% | -2% | x
3 | CC(C)COC(=O)N1C[C@H](O)C[C@H]1C(=O)Nc1ccc(Cl)cc1 | -11% | 3% | 134%[activator] | -12% | 29%
4 | O=C(C1=C(O)/C(=C/c2ccc(O)cc2)CCC1)C(F)(F)F | -23% | -33% | 2% | -13% | 6%
5 | C[n+]1ccccc1N1CCN(c2ccccc2Cl)CC1 | -3% | -14% | 119%[activator] | -13% | 22%
6 | COc1cc2c(cc1NC(=S)NC(=O)c1c(OC)cccc1OC)oc1ccccc12 | -11% | -10% | 2% | -3% | 3%
7 | O=C(NNC(=O)c1sccc1-n1cccc1)c1ccc(F)cc1 | 0% | u | 9% | -1% | -3%
8 | Cc1ccc(C(=O)CCC(=O)OCC(=O)N(CC(C)C)c2c(N)n(Cc3ccccc3)c(=O)[nH]c2=O)cc1 | 5% | -5% | 1% | -14% | -14%
9 | c1ccc(Nc2nc(N3CCCC3)nc(N3CCCC3)n2)cc1 | -23% | -4% | 6% | -8% | 5%
10 | CCC(=O)n1nc(-c2ccccc2)nc1N | -16% | -2%[57.1 µM] | -16% | -3% | 2%
11 | C#CCOCCOCCOCCNc1nc(N2CCN(C(=O)CCCCCCCCCCNC(=O)[C@@H](CCC(=O)O)n3cc(CCCCCN)nn3)CC2)nc(N2CCN(C(=O)CCCCCCCCCCNC(=O)[C@H](CO)n3cc(CCCSC)nn3)CC2)n1 | -3% | u | u | -6% | -3%
12 | CCCCC/C(=N\NC(=O)CCC(=O)NCc1ccccc1)c1ccccc1 | -8% | 5% | -11% | -16% | 10%

nr | G9a inh | BLM inh | JMJD2A Tudor inh | Pol beta inh
1 | -12%[59 µM] | -5% | -34% | -25%
2 | x | x | -26% | x
3 | 11% | -2% | -6% | u
4 | 10µM* | -14% | -30% | -17%
5 | 4µM* | 6% | 79µM* | -4%
6 | -19%[59 µM] | -1% | -19% | 7%
7 | -31% | -1% | -13% | -1%
8 | -2% | x | -1% | x
9 | 13% | -8% | -4% | -16%
10 | -3% | 0% | 6% | 8%
11 | -11%[2.33 µM] | x | 45µM* | x
12 | 19% | -10% | 2% | 1%

Continuation:
nr | Compound | POLH inh | BAZ2B inh | Pol iota inh | POLK inh | APEX1 inh
13 | CC1CCN(C(=O)COC(=O)COc2ccccc2C#N)CC1 | -10% | 3% | -6% | -4% | 7%
14 | COc1ccc(C(=O)/C=C(\N)C(F)(F)F)c(O)c1 | -17% | 23% | -5%[58.9 µM] | 1% | 8%
15 | CN(C)S(=O)(=O)n1cc(/C=C(\NC(=O)c2ccccc2)C(=O)N2CCOCC2)c2ccccc21 | -12% | 1% | 2% | 3% | 2%
16 | CCOc1ccc(N2C(=O)CC(Sc3ccccc3C(=O)O)C2=O)c([N+](=O)[O-])c1 (stereo not given) | -13% | 63µM* | -14% | 1% | -1%
17 | Nc1ccn(C2OC(COC(=O)C34CC5CC(CC(C5)C3)C4)C(O)C2O)c(=O)n1 (stereo not given) | -10% | x | 10% | -1% | x
18 | CCNC(=O)c1c(C)oc2ncn(C)c(=O)c12 | -6% | 9%[57.1 µM] | 5% | -17% | x
19 | O=C(O)CCCNC(=O)/C(=C\c1ccc(Cl)cc1)NC(=O)c1ccc(Br)cc1 | -17% | -36% | 4% | 11% | -12%
20 | O=C(c1ccccc1)N1N=C(C(F)(F)F)CC1(O)c1ccccc1 (stereo not given) | -9% | -2% | 9% | -19% | 47%[activator]
21 | CCCc1cc(=O)[nH]c(SCC(=O)N2CCC(C(=O)OCC)CC2)n1 | -8% | -22% | 3% | 1% | 4%
22 | Cc1c(-n2c(SCC(=O)C(C)(C)C)nc3ccccc3c2=O)c(=O)n(-c2ccccc2)n1C | -5% | -7% | 69%[activator] | -2% | -1%
23 | CCOc1ccccc1NC(C)C(=O)NC(=O)NC1CCCCC1 (stereo not given) | -3% | -38% | -9% | 2% | 21%
24 | CCCC1=NN2C(=N)/C(=C\c3cc(C)n(-c4cccc(C)c4)c3C)C(=O)N=C2S1 | -8% | -5% | u | -6% | 1%

nr | G9a inh | BLM inh | JMJD2A Tudor inh | Pol beta inh
13 | -23%[2.33 µM] | x | -11% | x
14 | -2%[59 µM] | -7% | -19% | 13%
15 | -1% | 0% | -12% | 23%
16 | 1.4µM* | -2% | u | 10%
17 | x | x | -4% | x
18 | u | -3% | -12% | 3%
19 | u | 2% | -10% | 4%
20 | 22% | -12% | 6% | -2%
21 | -33% | 1% | -7% | 2%
22 | -6% | -4% | -11% | 9%
23 | u | x | u | x
24 | -10%[59 µM] | 1% | -19% | -18%

Next entries
nr | Compound | POLH inh | BAZ2B inh | Pol iota inh | POLK inh | APEX1 inh
25 | CCN1CCN(CC(=O)N2CCCC(C(=O)c3ccc(Oc4ccccc4)cc3)C2)CC1 (stereo not given) | -21% | 50µM* | 19% | -5% | 2%
26 | COc1cc(C2c3[nH]c4ccccc4c3C[C@H]3C(=O)N(C4CC4)CC(=O)N23)ccc1OC(C)C (stereo not given in full) | -24% | u | 15% | -2% | -9%
27 | Cc1cc(C)c2nc(NC(=O)[C@@H](NC(=O)c3cccc(S(=O)(=O)N4CCOCC4)c3)C(C)C)sc2c1 | -8% | 2% | 1% | 9% | 1%
28 | O=C(CN1CCN(S(=O)(=O)c2ccc(F)cc2)CC1)NC1CC1 | -13% | 0% | 22% | -2% | 30%
29 | CCn1c(C)nc2cc(C(N)=O)ccc21 | -5% | -5% | 10% | -8% | -1%
30 | C/C(=N\NC(=O)c1ccccc1O)c1ccc(NC(=O)c2ccccc2)cc1 | -4% | u | 31%[activator] | -13% | -2%
31 | CC(C)c1ccc(OCC(O)Cn2cnc3ccccc32)cc1 (stereo not given) | -1% | x | 8% | -5% | -6%
32 | CCOc1ccc(NC(=O)C2C3CCC4C(CCC32)C4(Cl)Cl)cc1 (stereo not given) | -5% | -18% | -3% | -11% | 2%
33 | O=C(Cn1c(SCC(=O)N2CCc3ccccc32)nc2ccccc21)NC1CCCC1 | -8% | 3% | -6% | 7% | 0%
34 | COC(=O)C1C(=O)/C(=C(/C)N2CCCC2)C(=O)CC1(C)C (stereo not given) | -9% | -30% | 58%[activator] | -1% | -5%
35 | Cc1cc(C=NCCO)c(C)n1-c1cc(Cl)ccc1Cl | -8% | u | 69%[activator] | 2% | -4%
36 | COCCNC(=O)c1ccc(-n2c(SCc3cccnc3)nc3ccccc3c2=O)cc1 | -11% | -18% | 16% | -3% | -4%

nr | G9a inh | BLM inh | JMJD2A Tudor inh | Pol beta inh
25 | 35µM* | -10% | -25% | 0%
26 | 11%[2.33 µM] | -7% | -25% | 30%
27 | 2%[59 µM] | -3% | -5% | 14%
28 | 6% | 0% | 12% | -1%
29 | 38%[12.7 µM] | -1% | -14% | -1%
30 | -3%[0.501 µM] | -4% | -11% | 47%
31 | 26%[59 µM] | -10% | -34% | 1%
32 | -37% | -7% | -2% | 13%
33 | -9%[59 µM] | 2% | -1% | 6%
34 | -39%[59 µM] | 3% | 15% | 2%
35 | -47% | -3% | -13% | 1%
36 | 2% | 0% | -22% | 24%

Quoted at random: four entries already listed.
nr | Compound | POLH inh | BAZ2B inh | Pol iota inh | POLK inh | APEX1 inh
36 | COCCNC(=O)c1ccc(-n2c(SCc3cccnc3)nc3ccccc3c2=O)cc1 | -11% | -18% | 16% | -3% | -4%
32 | CCOc1ccc(NC(=O)C2C3CCC4C(CCC32)C4(Cl)Cl)cc1 (stereo not given) | -5% | -18% | -3% | -11% | 2%
30 | C/C(=N\NC(=O)c1ccccc1O)c1ccc(NC(=O)c2ccccc2)cc1 | -4% | u | 31%[activator] | -13% | -2%
26 | COc1cc(C2c3[nH]c4ccccc4c3C[C@H]3C(=O)N(C4CC4)CC(=O)N23)ccc1OC(C)C (stereo not given in full) | -24% | u | 15% | -2% | -9%

nr | G9a inh | BLM inh | JMJD2A Tudor inh | Pol beta inh
36 | 2% | 0% | -22% | 24%
32 | -37% | -7% | -2% | 13%
30 | -3%[0.501 µM] | -4% | -11% | 47%
26 | 11%[2.33 µM] | -7% | -25% | 30%

Other compounds.
nr | Compound | POLH inh | BAZ2B inh | Pol iota inh | POLK inh | APEX1 inh
37 | CCOc1ccc(C)cc1S(=O)(=O)n1nc(C)cc1C | -17% | 0% | -11% | 1% | 7%
38 | O=C(NC1CCCCCC1)c1ccccc1-c1ccccc1 | -5% | -5% | 15% | -21% | 26%
39 | Cc1nc(-c2ccc(Cl)cc2)sc1CCNC(=O)C(=O)Nc1ccccc1C#N | -10% | 1% | 14% | -3%[60.1 µM] | x
40 | COc1ccc(Nc2nc3ccccc3n3nnnc23)cc1 | -11% | -16% | -5%[58.9 µM] | -30% | -1%
41 | CC(C)NC(=O)c1onc(CSc2cccc(Cl)c2)c1C(=O)O | 3% | -34% | -9% | -2% | 1%
42 | Cc1ccc(-n2c(SCC(=O)NCc3ccc(F)cc3)nc3c([nH]c4ccccc43)c2=O)cc1 | 1% | -10% | -5% | -11%[60.1 µM] | x
43 | O=C(O)CCc1ccc(-c2ccc(Cl)cc2)n1-c1cccc(C(F)(F)F)c1 | -15% | 35µM* | 4% | -11% | x

nr | G9a inh | BLM inh | JMJD2A Tudor inh | Pol beta inh
37 | 8% | 1% | -5% | 26%
38 | -4%[59 µM] | 6% | -3% | 55%
39 | 1%[59 µM] | -1% | 6% | -23%
40 | -1%[59 µM] | 0% | -9% | 1%
41 | 23%[0.501 µM] | 0% | -13% | 10%
42 | -35%[59 µM] | -8% | -16% | 5%
43 | 16µM* | -6% | u | -2%

These rows are one share of the data; the hit share may differ from the screen's.
